Source: PubChem BioAssay (National Center for Advancing Translational Sciences (NCATS))
KinaseGlo FLuc: Kinase-Glo luciferase inhibition (counter-screen). Q27757. Kinase-Glo luciferase, ATP luminescence, 8 min. Potency, µM (top dose mostly 38.3 µM), for inactives: at the top dose activity change, negative = inhibition, actives largely listed as inhibitors. hit rate 0.28% among 200,000. AID 1379; further: on the % scale 0 is the no-effect control and ±100 the full control effect; nearly all actives have a fitted effect of over 60% in size
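Compounds were added to a substrate mix at pH 7.2 (50 mM imidazole, 10 uM ATP, within the enzyme's linear range), followed by Kinase-Glo detection reagent; luminescence was measured after 8 minutes at ambient temperature.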
GoLoco inh red: RGS12 GoLoco-Gai1 interaction inhibition | hit rate 0.44% among 230,000 | AID 880 | Potency, µM (top dose mostly 61.6 µM), for the others: top-dose activity, negative = inhibition, hits mostly inhibitors | P63096 | Gai1:RGS12 GoLoco peptide FP, rhodamine, 10 min; active means well fitted inhibition curve with a large enough effect, not every such curve was filed as active; inactive means no such curve, though single readings can be large or run the other way; further: on the % scale 0 is the no-effect control and ±100 the full control effect; nearly all actives have a fitted effect of over 30% in size; many of its hits are not listed in these tables
Target sequence (P63096 whole entry, looked up): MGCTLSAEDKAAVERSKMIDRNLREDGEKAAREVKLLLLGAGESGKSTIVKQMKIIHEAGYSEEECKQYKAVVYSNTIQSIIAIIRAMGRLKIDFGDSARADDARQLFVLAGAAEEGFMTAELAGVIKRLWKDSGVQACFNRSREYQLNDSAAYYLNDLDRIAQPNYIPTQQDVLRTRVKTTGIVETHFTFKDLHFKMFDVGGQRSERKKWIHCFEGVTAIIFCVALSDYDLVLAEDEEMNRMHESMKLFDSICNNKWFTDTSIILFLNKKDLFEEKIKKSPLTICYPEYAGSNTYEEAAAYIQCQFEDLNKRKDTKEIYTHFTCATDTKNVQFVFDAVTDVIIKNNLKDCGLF
KDM4E inh: JMJD2E (human) inhibition | Potency, µM (highest dose often 57.1 µM), without a hit: at the highest dose activity change, negative = inhibition, actives largely listed as inhibitors | B2RXH2 | AID 2147 | hit rate 1.6% among 230,000 | JMJD2E catalytic domain, FDH-coupled NADH fluorescence (FDH is formaldehyde dehydrogenase); active means well fitted inhibition curve with a large enough effect, not every such curve was filed as active; inconclusive means small, poorly fitted or top-dose-only effect, or another doubt; inactive means no such curve, though single readings can be large or run the other way;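 further: 0% = wells with enzyme and -100% = buffer wells without enzyme; nearly all actives have a fitted effect of over 50% in size; many of its hits are not listed in these tables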
NPSR antag: antagonists of human neuropeptide S receptor cAMP signaling; Q6W5P4; CHO-NPSR cells, cAMP TR-FRET, antagonist mode; Potency, µM (series often up to 38.3 µM), for the others: at the highest dose activity change, negative = inhibition, usual class: inhibitors; hit rate 1% among 220,000; further: on the % scale 0 is the no-effect control and ±100 the full control effect; nearly all actives have a fitted effect of over 50% in size; many of its hits are not listed in these tables
SMN2 splice enh: increases expression of the SMN2 splice variant | HEK293 SMN2-luciferase splicing reporter, luminescence, 30-36 h | Potency, µM (highest dose often 46.1 µM), inactives show top-dose activity change, positive = activation, hits mostly activators | hit rate 2.8% among 210,000 | AID 1458; further: % of control where 0% means no effect; nearly all actives have a fitted effect of over 55% in size
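qHTS luciferase splicing reporter: luminescence rises when SMN2 exon 7 is included in transfected HEK293 cells. Compound exposure lasted 30-36 h at 37C, with 4.5 mM final sodium butyrate as control, followed by a ONE-Glo read.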
Epigenetic reg: derepresses silenced GFP reporter in murine cells; murine LDR cells, GFP reporter derepression, 30 h; Potency, µM (series often up to 53.9 µM), without a hit: top-dose GFP activation, usual class: activators; hit rate 0.2% among 280,000; AID 1865; further: % of control where 0% means no effect; nearly all actives have a fitted effect of over 60% in size
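In this reporter-derepression format, murine cells bearing a silenced integrated CMV-GFP locus incubate with test compound (30 h, 37 C), then are washed and imaged; fluorescent objects of 20–120 um count as induced cells.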
RECQ1 inh: inhibitors of human RECQ1 DNA helicase | P46063 | RECQ1 DNA unwinding, red fluorescence kinetic read | Potency, µM (highest dose often 57.3 µM), without a hit: at the highest dose activity, negative = inhibition, usual class: inhibitors | hit rate 0.54% among 240,000 | AID 2549;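 further: plate controls were vehicle for no effect and no enzyme for full effect; nearly all actives have a fitted effect of over 30% in size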
Target sequence (P46063 whole entry, looked up): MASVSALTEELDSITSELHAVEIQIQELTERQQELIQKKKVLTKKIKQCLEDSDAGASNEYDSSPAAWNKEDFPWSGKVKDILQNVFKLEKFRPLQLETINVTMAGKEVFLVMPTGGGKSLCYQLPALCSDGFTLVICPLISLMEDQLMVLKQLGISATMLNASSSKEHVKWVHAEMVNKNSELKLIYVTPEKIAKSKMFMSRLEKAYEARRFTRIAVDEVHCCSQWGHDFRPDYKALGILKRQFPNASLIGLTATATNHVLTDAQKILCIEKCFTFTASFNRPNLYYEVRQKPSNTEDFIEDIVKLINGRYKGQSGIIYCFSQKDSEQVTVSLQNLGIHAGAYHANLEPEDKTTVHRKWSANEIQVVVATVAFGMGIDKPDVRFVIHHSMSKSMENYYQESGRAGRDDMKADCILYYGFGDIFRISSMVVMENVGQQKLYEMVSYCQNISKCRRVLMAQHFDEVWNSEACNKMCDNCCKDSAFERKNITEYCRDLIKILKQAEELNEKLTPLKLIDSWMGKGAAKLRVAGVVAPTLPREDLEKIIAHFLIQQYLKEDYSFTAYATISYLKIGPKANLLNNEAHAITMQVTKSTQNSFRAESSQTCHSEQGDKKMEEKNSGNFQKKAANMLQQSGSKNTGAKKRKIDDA
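50 nM RECQ1T1 preincubated 15 min with compound in Tris pH 8.0 buffer with MgCl2, DTT, Tween-20 and 2.5 ug/ml poly(dI-dC); started with 200 nM TAMRA/BHQ-2 forked duplex and 2 mM ATP. Unwinding read as fluorescence (525/598 nm), two reads 2 h apart.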
IMPase Li cell: IMPase inhibition in cells with lithium potentiation; Potency, µM (highest dose often 59.4 µM), without a hit: top-dose activity, negative = IMPase inhibition, usual class: inhibitors; CHO-M1 cells, IP1 TR-FRET (IP-One), carbachol + lithium; hit rate 0.35% among 210,000;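 further: IP1 builds up when IMPase is blocked and the TR-FRET signal falls; plate controls were basal vehicle for no effect and high inhibitor control for full effect; nearly all actives have a fitted effect of over 50% in size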
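CHO cells stably expressing M1 receptor (2000/well, cultured 16–30 h) treated 30 min at 37C with compound plus low lithium. Cytosolic IP1 by TR-FRET (665/620 ratio and 620 channel) after 10 min lysis; AC50 by Hill fit.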
* = called active by the depositor; i = inactive; ? = inconclusive; nt = no result given; & = joins results of further samples; [ ] = remark or other dose. Unless noted, the call rests on the fitted dose curve; in most records, active means well fitted curve in the direction sought with a large enough effect; inconclusive means small, poorly fitted or top-dose-only effect, or another doubt; inactive means no such curve, though single readings can be large; an effect the other way counts as inactive or inconclusive. Potency means the concentration at half of the fitted maximal effect.

SMILES	KinaseGlo FLuc	GoLoco inh red	KDM4E inh	NPSR antag	SMN2 splice enh	Epigenetic reg	RECQ1 inh	IMPase Li cell
c1ccc(CCn2nnnc2CN2CCC(n3nnc4ccccc43)CC2)cc1	1%	-5%	4%	-11%[46.1 µM]	-10%	0.7%	i	3%[38.3 µM]
COc1ccc(Cn2c(N)c(C(=O)NCc3ccco3)c3nc4ccccc4nc32)cc1	-3%	51%[activator]	?	?	-32%[inhibitor]	3.2%	-2%	6%[38.3 µM]
Cc1cc(C)cc(N2C(=O)/C(=C\c3ccc(N4CCN(C)CC4)o3)C(=O)NC2=S)c1	nt	258%[activator]	-15%	-17%	nt	9.4%	-29%	nt
O=C1c2ccccc2C(=O)N1Cc1nc2ccccc2c(=O)n1-c1ccc(Br)cn1	1%	3%	-4%	-8%[46.1 µM]	0%	0.7%	-9%	-21%[38.3 µM]
O=c1[nH]c(=O)n(-c2ccccc2)c(O)c1C=NC12CN3CN(CN(C3)C1)C2	0%	-8%	-12%	10%	6%	2.8%	i	-5%
C=CCN1C(=O)CSc2ccc(C(=O)N3CCC4(CC3)OCCO4)cc21	-1%	4%	6%	-4%[46.1 µM]	-13%	-1.1%	0%	-5%[38.3 µM]
Cc1ccc[n+](CC(O)Cn2c3ccccc3c3ccccc32)c1 (configuration not stated)	3%	-5%	5%	22%	nt	0.0%	3%	-8%
O=c1[nH]c(O)c(C=Nc2ccccc2Oc2ccccc2)c(=O)[nH]1	nt	5%	?	23%	nt	1.6%	8%	nt
CC1(C)CC(=O)C(C=NCCN2CCN(C(=O)Cc3ccc(F)cc3)CC2)=C(O)C1	-6%	-3%	-15%	5%[46.1 µM]	-11%	-1.0%	-10%	1%[38.3 µM]
O=C(/C=C/c1ccccc1)c1c(O)n(CCc2ccccc2)c(=O)[nH]c1=O	1%	-15%	?	13µM*	-87%[inhibitor]	0.0%	-4%	-3%
O=C(Cn1nc(Cc2cccnc2)c2ccccc2c1=O)N1CCC2(CC1)OCCO2	5%	-25%	3%	-2%[46.1 µM]	-23%	-7.4%	-9%	6%
O=C(CN1CC(c2ccccc2)CC1=O)Nc1ccccc1 (configuration not stated)	-1%	1%	-8%	-8%[46.1 µM]	12%	-1.0%	-11%	6%
Cc1cccc(C(=O)NC(Oc2ccccc2)C(Cl)(Cl)Cl)c1 (configuration not stated)	4%	8%	-4%	-25%[46.1 µM]	-2%	0.0%	-7%	24%[38.3 µM]
CN1C(=O)C(=Cc2c(OCc3cnc(Cl)s3)ccc3ccccc23)C(=O)N(C)C1=O	1%	117%[activator]	1%	-48%	3%	5.9%	i	25%
O=C1NC(=O)N(c2ccc3c(c2)OCO3)C(=O)/C1=C\c1ccc(-c2ccccc2C(=O)O)o1	nt	41%[activator]	?	-8%	nt	2.2%	-16%	nt
C[C@H]1CCC/C=C/C2C[C@H](O)C[C@H]2[C@H](O)/C=C/C(=O)O1 (some centres not stated)	3%[39.9 µM]	5%&-13%	nt	nt	-39%[inhibitor]	0.8%&0.7%	-4%	-1%&-2%
O=C1NC(=O)N(Cc2ccccc2)C(=O)/C1=C\C=C\c1ccco1	-2%	133%[activator]	-30%	-30%	-30%	8.5%	?	21%
C[C@]12CC[C@H]3[C@@H](C[C@H](F)C4=CC(=O)CC[C@@]43C)[C@@H]1CC[C@@H]2O	nt	5%	nt	nt	-16%	1.1%	i	6%
CCOc1ccc(CN(CCCl)CCCl)cc1C(=O)OC	-2%	0%	-11%	-14%[46.1 µM]	-67%[inhibitor]	-0.9%	-2%	9%[38.3 µM]
CCOc1cc2[nH]c(=S)n(CCCC(=O)N3CCC4(CC3)OCCO4)c(=O)c2cc1OCC	1%	3%	-5%	-24%[46.1 µM]	-8%	-5.4%	-14%	20%[38.3 µM]

2 entries from above, as comma-separated lines:
smiles,KinaseGlo FLuc,GoLoco inh red,KDM4E inh,NPSR antag,SMN2 splice enh,Epigenetic reg,RECQ1 inh,IMPase Li cell
Cc1cccc(C(=O)NC(Oc2ccccc2)C(Cl)(Cl)Cl)c1 (configuration not stated),4%,8%,-4%,-25%[46.1 µM],-2%,0.0%,-7%,24%[38.3 µM]
CN1C(=O)C(=Cc2c(OCc3cnc(Cl)s3)ccc3ccccc23)C(=O)N(C)C1=O,1%,117%[activator],1%,-48%,3%,5.9%,i,25%

Other structures:
SMILES	KinaseGlo FLuc	GoLoco inh red	KDM4E inh	NPSR antag	SMN2 splice enh	Epigenetic reg	RECQ1 inh	IMPase Li cell
N#CC1=C(N)Oc2c(c(=O)sc3ccccc23)C1c1ccncc1 (configuration not stated)	0%	9%	-10%	1%	-3%	9.4%	i	6%
NC(Cc1cc(O)c(O)cc1O)C(=O)O (configuration not stated)	?	14µM*	13µM*	?	-24%	-1.2%	0.63µM*	-16%
OC1/C(=C/c2ccccc2F)N2CCC1CC2 (configuration not stated)	-1%	-1%	-1%	10%	3%	-0.1%	i	3%
O=c1[nH]c2c(c(=O)n1C1CCCCC1)CCC2	-1%	-1%	13%	1%[46.1 µM]	14%	2.6%	-7%	2%[38.3 µM]
CCCNC(=O)c1c(N)n(CC2CCCO2)c2nc3ccccc3nc12 (configuration not stated)	0%	9%	?	-13%[46.1 µM]	-14%	-1.0%	-1%	9%[38.3 µM]
Oc1cccc2nc3ccccc3nc12	nt	-3%	4%	?	nt	?	14%	nt
CC(C)c1ccc(N2C(=O)NC(=O)/C(=C/c3cnc(-c4ccccc4)nc3)C2=O)cc1	3%	18%	8.9µM*	-23%[46.1 µM]	17%	?	-3%	7%
CC(=O)NBr	-4%	-7%	0%	12%[46.1 µM]	-8%	4.7%	-8%	6%
O=C1NC(=S)NC(=O)C1=Cc1cccc2cc3ccccc3cc12	-6%[7.66 µM]	-7%[14.2 µM]	-5%	?	-1%[9.22 µM]	0.0%	-4%	26%
COc1ccc(C2(C#N)CC[N+](C)(C)CC2)cc1	-2%	3%	5%	-8%[46.1 µM]	6%	-1.2%	-4%	?
Cc1ccccc1C1=NCC(=O)N(CC(=O)NCc2ccco2)c2sc3c(c21)CCCC3	-2%	-6%	3%	-21%[46.1 µM]	-13%	6.6%	2%	39%[activator][38.3 µM]
CCN(CC)C(=O)N[C@@H]1C[C@H]2c3cccc4[nH]cc(c34)C[C@@H]2N(C)C1	0%&1%[17.1 µM]	1%&10%[21.6 µM]	5%&-1%[25.5 µM]	nt	1%&-5%[20.6 µM]	-0.3%&-1.4%[16.9 µM]	0%[25.9 µM]	1%&-2%
C[C@@](Br)(C(=O)O)[C@H](Br)C(=O)O	-3%[7.66 µM]	1%[14.2 µM]	nt	nt	-12%[9.22 µM]	nt	nt	4%
O=Cc1cn(Cc2ccc([N+](=O)[O-])cc2)c2ccccc12	2%	19%	-2%	-12%	-57%[inhibitor]	0.0%	-2%	8%
c1ccc2ncccc2c1	nt	-4%	nt	nt	-4%	nt	-11%	16%
c1ccc2c(c1)CCCC2	nt	7%	nt	nt	0%	nt	-9%	19%
O=S(=O)(O)/C(=C\c1ccccc1)c1ccccc1 (tested in a mixture with another compound)	-5%[7.66 µM]	5%[14.2 µM]	nt	nt	-7%[9.22 µM]	nt	nt	1%
CCCC1=C(C(=O)OCC)C2(C(=O)Nc3ccccc32)C(C#N)=C(N)O1 (configuration not stated)	2%	-1%	-1%	-18%[46.1 µM]	17%	-1.1%	-10%	3%[38.3 µM]
COc1cc(CN2CCN(C(=O)COc3ccccc3)CC2)cc(OC)c1OC	-8%	7%	-22%	-6%[46.1 µM]	-13%	-2.2%	i	-5%[38.3 µM]
CC(=O)N1CN(C(C)=O)CN(C(C)=O)C1	1%	2%	2%	15%	-2%	-2.8%	0%	2%
COc1ccc(CCn2c(O)c(C=NCCCO)c(=O)[nH]c2=O)cc1OC	1%	-2%	5%	-4%[46.1 µM]	18%	-0.1%	-13%	-1%[38.3 µM]
CN1CCN(c2cc([N+](=O)[O-])ccc2Cl)CC1	-1%	2%	-1%	7%	22%	0.9%	i	9%
CN1CCc2c(C#N)c(Cl)nc(Cl)c2C1	2%	-32%	2%	7%	15%	5.0%	-4%	-9%
CN(C)c1ccc(N=Nc2ccccc2)cc1	nt	-9%	nt	nt	10%	nt	-2%	6%
Cc1cc(/C=C2\C(=O)NC(=O)N(Cc3ccco3)C2=O)c(C)n1-c1ccc(C(=O)O)cc1	nt	7%	-6%	7%	nt	-2.4%	-25%	nt
CC(=O)Nc1ccccc1C(=O)OCc1cccc(F)c1	-1%	-11%	?	-5%	18%	-0.9%	i	5%
CCC(=Nc1ccc2c(c1)CCC2)c1c(O)n(-c2ccc(OC)cc2)c(=O)[nH]c1=O	nt	5%	-5%	-31%	nt	0.0%	0%	nt
O=C(c1cc(S(=O)(=O)N2CCC3(CC2)OCCO3)ccc1F)N1CCC2(CC1)OCCO2	1%	5%	2%	12%	-27%	-3.9%	-16%	-4%
O=c1[nH]c(=O)n(-c2ccc(Br)cc2)c(O)c1C=NC(CO)(CO)CO	nt	-2%	-14%	12%	nt	1.1%	-10%	nt
CC(NCc1cccc(Cl)c1Cl)C(O)c1ccccc1 (configuration not stated)	0%	5%	0%	6%	0%	-1.0%	-6%	3%
CCc1cccc(NC(=O)Cn2c(=O)oc3cc(S(=O)(=O)N4CCOCC4)ccc32)c1	4%	-4%	-10%	1%[46.1 µM]	-52%[inhibitor]	-1.0%	-4%	4%[38.3 µM]
CN1C(=O)C(=CN2CCN(C(=O)c3ccco3)CC2)C(=O)N(C)C1=S	-2%	44%[activator]	1%	7%	-4%	3.8%	-11%	-3%
OCCN(Cc1ccccc1)Cc1cccc(F)c1	1%	11%	?	1%[46.1 µM]	12%	-2.1%	i	4%[38.3 µM]
COc1cc2c(cc1OC)C(C)N(C(=O)c1nccnc1C(=O)O)CC2 (configuration not stated)	nt	-2%	?	-8%	nt	1.1%	-5%	nt
Cc1cc(OC(=O)N(C)C)nc(-c2ccc(C)c(Cl)c2)n1	nt	-10%	-1%	0%	nt	1.1%	i	nt
COc1ccc(Cn2c(O)c(C=Nc3c(C)n(C)n(-c4ccccc4)c3=O)c(=O)[nH]c2=O)cc1	-1%	4%	-3%	-4%	-4%	3.2%	-1%	-11%
c1cc(OCC2CO2)cc(OCC2CO2)c1 (configuration not stated)	nt	-19%	nt	nt	-57%[inhibitor]	nt	-2%	16%

An excerpt; rates above refer to the full screens.
